# High-throughput results (PubChem)
# dFosB act: activators of mouse delta FosB homodimer. P13346. purified delta FosB, TAMRA-CDK5 oligo fluorescence polarization; percent of positive-control signal above neutral wells. activation, % at 25 µM. actives 0.99% (n = 340,000). AID 493131;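 active = mean activation above about 17%, with every replicate also reaching it, limit read from the data, passing the limit was not always enough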;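 also: fluorescence polarization rise as delta FosB binds a TAMRA Cdk5 AP-1 oligo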
# Target sequence (P13346 whole entry, looked up): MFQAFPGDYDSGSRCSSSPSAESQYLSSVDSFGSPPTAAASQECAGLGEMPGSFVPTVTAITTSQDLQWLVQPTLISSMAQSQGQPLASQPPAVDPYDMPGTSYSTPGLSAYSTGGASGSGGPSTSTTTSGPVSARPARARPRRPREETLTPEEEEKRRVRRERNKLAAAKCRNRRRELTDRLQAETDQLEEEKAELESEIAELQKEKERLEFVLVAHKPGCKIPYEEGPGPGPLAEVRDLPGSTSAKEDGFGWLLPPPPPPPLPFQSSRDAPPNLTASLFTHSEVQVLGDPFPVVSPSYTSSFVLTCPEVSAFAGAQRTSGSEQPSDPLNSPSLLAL
# RTF Ca sens act: cardiac RTF calcium sensitization. P19429+P45379. actives 0.24% (n = 340,000). IANBD-labeled TnC RTF fluorescence at EC20 calcium; 0% EC20 calcium, 100% full calcium. activation, % at 7.2 µM;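 active = activation above the mean over all tested compounds plus 3 SD, cut at about 30% in these data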;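 also: rise in fluorescence read as greater calcium sensitivity of cardiac thin filaments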
# MITF TRPM1 HTS: MITF TRPM1 promoter activation in melanoma cells; SK-MEL-5 TRPM1-promoter luciferase, 24 h; % of positive control, neutral wells = 0; activation, % at 12.5 µM; actives 0.75% (n = 300,000); AID 588334;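 active = mean activation of at least 80% with every replicate also reaching 80%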;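 also: 0% = neutral control wells and 100% = parthenolide positive control wells; values of inactives mirror those of a sister screen read the other way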
# Wnt act: activates Wnt/beta-catenin signaling in a reporter cell assay; activator, plate reader; actives 1.2% (n = 300,000); AID 743398; activation, % at 9.35 µM; in the data active = activation above about 30%, passing the limit was not always enough;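 also: 0% = neutral control wells and 100% = positive control wells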
# Rtt109 Vps75: blocks Candida albicans Rtt109/Vps75 acetyltransferase activity; purified Rtt109/Vps75, ThioGlo CoA-SH fluorescence, 4 h; inhibition, % at 34.9 µM; actives 0.16% (n = 330,000); AID 540336;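 active = inhibition of at least 50% in every replicate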
# Target sequence (Q5AAJ8 whole entry, looked up): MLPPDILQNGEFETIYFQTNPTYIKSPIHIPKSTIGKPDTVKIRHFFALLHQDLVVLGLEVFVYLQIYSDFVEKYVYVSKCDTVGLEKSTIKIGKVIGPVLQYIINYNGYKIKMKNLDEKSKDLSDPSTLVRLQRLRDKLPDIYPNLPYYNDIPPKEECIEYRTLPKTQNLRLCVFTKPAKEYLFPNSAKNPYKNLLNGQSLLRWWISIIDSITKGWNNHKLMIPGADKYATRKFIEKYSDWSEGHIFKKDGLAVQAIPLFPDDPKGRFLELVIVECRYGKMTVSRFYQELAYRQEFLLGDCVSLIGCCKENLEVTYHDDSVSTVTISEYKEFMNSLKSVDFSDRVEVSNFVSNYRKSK
# CAL PDZ FP-1: human CAL PDZ-peptide interaction inhibition; purified CAL PDZ, TMR-peptide fluorescence polarization, 1 h; Q9HD26; inhibition, % at 20 µM; AID 504414; actives 0.02% (n = 330,000);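 active = highest replicate inhibition of at least 40%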;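 also: plate controls were DMSO neutral control wells for no effect and unlabeled competitor peptide control wells for full effect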
#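 System: tagged CAL PDZ domain. Schedule: 1 h room-temperature incubation prior to read. Signal: fluorescence polarization (mP). Measure: percent inhibition from loss of millipolarization.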
# CAL PDZ FP-2: inhibitors of human CAL PDZ peptide binding. AID 602252. purified CAL PDZ, TMR-peptide fluorescence polarization, 1 h. inhibition, % at 24.9 µM. Q9HD26. actives 0.92% (n = 300,000);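 active = mean inhibition of at least 30% with at least half of replicates also reaching 30%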;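 also: 0% = DMSO neutral control and 100% = excess unlabeled competitor peptide PRC23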
# Tat export inh: blocks Tat-dependent protein export in E. coli | E. coli MC4100 TorA-mCherry Tat export, fluorescence | inhibition, % at 10 µM | actives 0.036% (n = 340,000) | AID 488895;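 active = mean replicate inhibition at least 50% and at least half of replicates individually reaching 50%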;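 also: exported cargo escapes ClpAP degradation while cytoplasmic cargo is degraded and loses fluorescence; 0% = median of neutral control wells and 100% = median of NaSCN control wells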
# V-ATPase pH: yeast V-ATPase proton transport regulation by pHLuorin; S. cerevisiae, pHLuorin cytosolic pH fluorescence; response, % at 10 µM; actives 0.37% (n = 350,000); AID 504577; in the data active = response mostly above about 7.3%, no sharp cut-off; inactive = mostly below about 5.4%; also: actives read high; inactives centre near 0; some compounds called inactive have numbers as strong as hits; reference of the scale not given here
# CDK5 p35 inh: inhibitors of human CDK5/p35 kinase | Recombinant CDK5/p35, ADP-Glo luminescence, 60 min | inhibition, % at 10 µM | actives 0.01% (n = 330,000);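 active = highest replicate inhibition of at least 50% and at least 75% of replicates reaching 50%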;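 also: plate controls were DMSO neutral control for no effect and GW8510 at 10 µM for full effect; many of its hits are not listed in these tables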
# An asterisk follows results filed as active; nt = no result given. Random draw from the library; any-hit rate near 4.1%.
SMILES,dFosB act,RTF Ca sens act,MITF TRPM1 HTS,Wnt act,Rtt109 Vps75,CAL PDZ FP-1,CAL PDZ FP-2,Tat export inh,V-ATPase pH,CDK5 p35 inh
Cc1cc(NC(=O)CSc2nc3c(c(=O)n2CCc2ccccc2)SC(C)C3)no1 (configuration not stated),2,2,1,-3,-7,-0.2,nt,-8,3,0.1
CCOc1nc(-c2ccc(OC)cc2)ccc1-c1noc(-c2ccncc2)n1,-11,-1,3,nt,0,-2.1,nt,-4,-3,-0.5
CCC(C)NC(=O)C1c2ccccc2C(=O)N1Cc1cc(OC)ccc1OC (configuration not stated),7,-1,nt,2,1,0.5,-2,3,0,2.0
CSC1=NCCCN1C(=O)c1c(-c2ccccc2Cl)noc1C,-10,4,-4,-1,nt,-0.8,-1,-4,-1,-2.2
Cc1c(CN2CCC(n3nccc3NC(=O)C3CCOC3)CC2)[nH]c2ccccc12 (configuration not stated),-13,-2,-8,-1,-15,-3.3,-3,0,3,-0.2
CCOc1ccc(S(=O)(=O)N2CCN(C(=O)C3CC3C)CC2)cc1 (configuration not stated),1,0,-2,2,-4,-1.6,1,-5,6,-1.6
Cc1cc(O)c(/C=N/c2ccccn2)c(=O)o1,-11,7,6,nt,-5,1.2,0,-5,-1,-0.1
COC(=O)c1ccccc1NC(=O)c1cc2nc(C3CC3)cc(C(F)(F)F)n2n1,-8,3,27,nt,9,-0.5,-11,-5,-6,0.1
c1ccc(-c2csc(Nc3cccnc3)n2)nc1,2,2,57,nt,-4,0.1,nt,-2,-5,0.8
CCOc1ccc(CCNC(=O)c2ccc(Cl)c(S(=O)(=O)N3CCOCC3)c2)cc1OCC,-3,-2,-12,-3,0,-2.9,2,-1,1,1.6
Cn1cc(CN2C[C@H]3CC[C@H]2C3)c(-c2ccccc2F)n1,-6,1,21,-1,1,-1.1,1,-6,0,0.2
Cc1ccc(C)c(NC(=O)CN(C)C(=O)c2cc(-c3cccs3)nn2-c2ccccc2)c1,-15,-3,-3,0,-1,-1.6,nt,-6,-1,-3.8
CC1CCCN(S(=O)(=O)c2ccccc2[N+](=O)[O-])C1 (configuration not stated),2,-10,-3,-3,41,-1.5,-3,-5,0,0.7
CCN(CC)c1ncn(Cc2c(Cl)cccc2Cl)c2ncnc1-2,-6,2,-21,-3,17,nt,-6,0,5,-0.9
Cc1cc2nncn2c(Cc2ccccc2)n1,3,0,-16,nt,-8,-0.9,-1,-6,1,-0.4
Cc1cc(Br)ccc1NC(=S)NC1CCCC1,-9,-2,-2,1,-6,-0.6,-7,19,2,1.4
Cc1cccc(Nc2nc(N)nc(CN3CCN(C)CC3)n2)c1,-2,-3,0,nt,2,0.1,nt,-1,3,-0.6
Cc1ccc(O)c(CNn2cnnc2)c1,-5,7,-5,nt,-4,-2.1,-7,1,-5,-1.0
COc1cc(C(=O)NNC(=S)Nc2ccc(S(N)(=O)=O)cc2)cc(OC)c1OC,-2,-1,-7,-6,3,nt,-5,2,0,0.3
COc1cccc(/C=C/C(=O)c2ccc(NS(=O)(=O)c3ccc(C)cc3)cc2)c1,-9,2,-3,-8,1,-1.2,1,0,0,1.4
c1ccc2c(-c3csc(-c4ccncc4)n3)c[nH]c2c1,-2,-6,126*,28,-8,2.3,-3,1,-1,-1.4
Cc1cccc(NC(=S)NCCc2ccc(S(N)(=O)=O)cc2)c1C,2,-3,0,2,nt,-2.2,-3,12,-1,0.7
O=C(Nc1ccc(OC(F)F)cc1)c1cc(S(=O)(=O)N2CCCCC2)ccc1N1CCOCC1,-7,-1,-1,-3,13,-0.6,nt,-3,-4,-1.3
Cc1noc(C)c1COc1cccc(C(=O)OC(C)C(=O)Nc2c(C)n(C)n(-c3ccccc3)c2=O)c1 (configuration not stated),-5,0,9,-1,-4,-1.9,-1,1,-1,0.9
Cn1c(=O)c2c(nc(Cl)n2CC(=O)NC2(C#N)CCCCC2)n(C)c1=O,6,4,-14,-3,2,-2.5,-4,4,-1,1.4
CN(C(=O)COC(=O)c1ccccc1OCc1ccc(F)cc1)C1CCS(=O)(=O)C1 (configuration not stated),-11,-3,2,-3,-4,-0.7,0,-10,1,2.0
Cc1cc(NC(=O)CSc2n[nH]c(-c3ccccc3Br)n2)no1,5,0,1,-3,-5,-1.3,-3,-3,-4,0.3
CCOCCCNc1ncnc2c1[nH]c1ccccc12,-13,6,9,-2,6,-2.7,-5,-1,-4,0.4
NC(=O)C[C@@H]1NC(=O)CNC(=O)c2cc([N+](=O)[O-])cc(I)c2NCCC(C(N)=O)NC1=O (some centres not stated),3,0,-5,0,-4,-0.3,-1,-4,0,0.0
Cc1onc(-c2ccccc2Cl)c1C(=O)Nc1ccccc1O,-12,6,-7,-2,17,-1.1,3,-1,-2,0.4

# Quoted from the listing.
# c1ccc2c(-c3csc(-c4ccncc4)n3)c[nH]c2c1 in dFosB act shows -2
# Cc1onc(-c2ccccc2Cl)c1C(=O)Nc1ccccc1O in V-ATPase pH shows -2
# O=C(Nc1ccc(OC(F)F)cc1)c1cc(S(=O)(=O)N2CCCCC2)ccc1N1CCOCC1 in RTF Ca sens act shows -1

# (continued)
SMILES,dFosB act,RTF Ca sens act,MITF TRPM1 HTS,Wnt act,Rtt109 Vps75,CAL PDZ FP-1,CAL PDZ FP-2,Tat export inh,V-ATPase pH,CDK5 p35 inh
CC(=O)c1c(C)nn(C(C)CC(=O)O)c1C (configuration not stated),-3,-4,3,nt,-1,-0.7,0,-1,1,-1.7
COc1ccc(OCCNC(=O)/C=C/c2ccc([N+](=O)[O-])cc2)cc1,-7,6,-1,-2,2,-0.8,2,5,-3,-0.6
Cc1cc2c(cc1S(=O)(=O)Nc1cccc(F)c1C)NC(=O)CO2,-6,1,1,-8,2,-3.2,-2,-2,0,1.0
CCOC(=O)c1ccc(NC(=S)NN2CCOCC2)cc1,3,-3,-6,-1,-1,-0.2,-1,-2,0,-0.8
CC(C(=O)Nc1ccc2c(c1)OCO2)N1CCC(N2CCCCC2)CC1 (configuration not stated),8,3,nt,-3,2,1.5,-6,-3,-2,0.8
CN1CCN(S(=O)(=O)c2ccc3ccccc3c2)CC1,-5,7,1,-2,5,-0.2,nt,-9,3,1.4
O=C(NCCCN1CCOCC1)c1cc(-c2ccc(F)cc2)nc2ccccc12,-25,-1,6,0,2,-2.7,-3,-4,-4,-0.6
O=C(Cc1ccc(S(=O)(=O)N2CCOCC2)s1)Nc1ccc(S(=O)(=O)N2CCCCC2)cc1,-10,-9,-15,nt,-4,-2.1,nt,8,2,-5.8
COc1ccccc1NC(=O)N1CCCC1C(=O)Nc1ccc2c(c1)OCCO2 (configuration not stated),-11,-1,8,-1,0,-0.6,-3,7,-4,0.6
C/C(=N\NC(=O)c1cccc(S(=O)(=O)Nc2cccc(Cl)c2)c1)c1cccs1,11,0,3,-4,nt,-2.0,-5,3,5,-0.3
CCOC(=O)c1c(C)[nH]c(C)c1C(=O)COc1ccc(NC(=O)c2ccco2)cc1,-2,1,-2,-3,5,-3.7,-3,-2,7,-3.3
Fc1ccccc1COc1cccc(/C=N/n2cnnc2)c1,0,-2,11,20,-3,-2.6,-4,-7,-1,-1.9
Cc1ccc(S(=O)(=O)Nc2nc3ccccc3nc2Nc2cccc(S(=O)(=O)N3CCCC3)c2)cc1,-2,11,6,0,27,-2.7,-1,-3,1,1.7
COc1cc(C2NC(=O)NC(c3ccccc3)=C2C(C)=O)cc([N+](=O)[O-])c1O (configuration not stated),-3,-4,3,-2,9,-2.9,-2,-3,0,1.1
CC(=O)Oc1cccc(/C=N\NC(=O)C(=O)N/N=C/c2cccc(OC(C)=O)c2)c1,-10,4,7,1,1,-0.1,0,-17,-1,-0.9
COc1ccc(/C(C)=N/NC(=O)CNC(=O)C(c2ccccc2)c2ccccc2)c(OC)c1,-1,-4,8,-1,6,-1.8,-6,-1,-3,-0.9
CCCCC[C@@H]1C=C(C(=O)O)[C@H](c2ccc(Cl)c(Cl)c2)N1S(=O)(=O)c1ccc(C)cc1,-10,-14,7,0,12,-1.2,-6,22,1,0.6
Cc1ccc(-n2c(C)c([N+](=O)[O-])c3ccc(O)c(CN(C)C)c32)cc1,0,1,nt,-9,1,-1.5,-1,-2,1,0.0
O=C(Nc1ccc(Cl)cc1)N1CCCC(Cn2cccc2)C1 (configuration not stated),-10,-4,nt,1,0,0.8,-6,-5,3,-0.1
Cc1ccc(N(C(=O)c2cnccn2)C(C(=O)NC2CCCCC2)c2ccc(O)cc2)cc1 (configuration not stated),-1,-4,2,-11,0,nt,-3,0,1,2.5
S=C(NCc1ccco1)Nc1ccccn1,-8,2,-5,15,-16,-2.5,nt,4,4,-0.6
CCOC(=O)c1ccc(NC(=O)Cn2ccc([N+](=O)[O-])n2)cc1,-7,0,3,0,-22,-0.6,-5,9,-1,-2.0
O=P(O)(CCc1ccccc1)C(O)c1ccccc1 (configuration not stated),4,1,-11,nt,-5,0.8,-4,16,-4,-0.7
Cc1ccc(C(c2sc3nc(C)nn3c2O)N2CCN(C(=O)c3ccco3)CC2)cc1 (configuration not stated),1,9,1,0,1,-2.4,-1,7,7,0.9
N#CC1=C(SCc2ccc(C#N)cc2)N=C(N)C(c2nc(-c3ccccc3)cs2)C12CCCCC2 (configuration not stated),-9,-2,10,nt,23,-1.0,-1,-3,8,0.7
CCCCNC(=O)c1ccc2c(c1)N(CC)C(=O)CS2,2,-4,1,nt,0,-0.6,nt,3,2,-0.6
O=C(CCC(=O)Nc1ccc(F)cc1)N/N=C/c1cccc(Br)c1,-4,-3,3,2,18,-1.8,4,3,0,-0.9
COc1ccc2c(CC(=O)OCC(=O)Nc3cc(C)c(C)cc3[N+](=O)[O-])coc2c1,3,-1,10,-2,6,-1.0,4,-1,-2,2.2
O=C(Nc1ccc(F)cc1)c1ccc(-n2ccnc2)nc1,-6,-2,5,nt,4,-1.9,nt,-10,-2,1.1
CC(=O)Nc1ccc(NC(=O)c2ccc3c(c2)C(=O)N(c2ccccc2C)C3=O)cc1,-6,-10,6,1,-3,-0.3,-2,0,-1,0.1
O=C(COc1cc2oc(=O)cc(-c3ccccc3)c2cc1Cl)NCCN1CCOCC1,-21,0,-8,-2,5,-0.5,nt,-6,3,0.4
CC(=O)NC(Cc1ccccc1)C(=O)OCC(=O)c1ccc(Cl)cc1 (configuration not stated),-1,-1,-2,2,-8,-3.2,1,-5,-1,0.9
CCN(CC(=O)NC(C)C)C(=O)[C@H](C)NC(=O)c1ccc(Br)cc1,-3,1,-9,0,6,2.9,-8,-3,0,-1.1
COC(=O)c1cc2c(C)nn(-c3ccccc3)c2s1,-5,-1,0,nt,-2,-0.5,-2,2,2,-0.6
C=CCn1c(=O)c2ccccc2n2c(SCC(=O)N3CCCc4ccccc43)nnc12,-13,2,3,nt,4,0.4,-5,5,-5,-1.1
COc1ccc(CNC(=O)CSc2ccc(Br)cc2)cc1OC,0,-5,10,nt,-6,-0.2,-1,-10,4,-0.2
CCC(c1ccc(O)cc1)C(CC)c1ccc(O)cc1 (configuration not stated),-8,1,-8,-1,-3,-1.1,nt,4,-5,-0.9

# Entries of single compounds as entered above. Values in the order: dFosB act, RTF Ca sens act, MITF TRPM1 HTS, Wnt act, Rtt109 Vps75, CAL PDZ FP-1, CAL PDZ FP-2, Tat export inh, V-ATPase pH, CDK5 p35 inh
# Results for CCC(c1ccc(O)cc1)C(CC)c1ccc(O)cc1 (configuration not stated) = -8, 1, -8, -1, -3, -1.1, nt, 4, -5, -0.9
# Results for COc1ccc(CNC(=O)CSc2ccc(Br)cc2)cc1OC = 0, -5, 10, nt, -6, -0.2, -1, -10, 4, -0.2
